# Screening data as filed in PubChem.
# GLP1R inv ag – inverse agonists of human GLP-1 receptor. P43220. HEK293 GLP-1R CRE-luciferase, luminescence, 24 h; GLP-1R form is constitutively active. Potency, µM (titrated, usually from 38.3 µM), for the others: at the highest dose activity change, negative = inhibition, hits mostly inhibitors. hit rate 1.6% among 410,000. AID 624417; note: potency is the fitted concentration of half-maximal effect; % is set by controls: 0 for no effect and ±100 for the full control effect; nearly all actives have a fitted effect of over 55% in size
# Target sequence (P43220 whole entry, looked up): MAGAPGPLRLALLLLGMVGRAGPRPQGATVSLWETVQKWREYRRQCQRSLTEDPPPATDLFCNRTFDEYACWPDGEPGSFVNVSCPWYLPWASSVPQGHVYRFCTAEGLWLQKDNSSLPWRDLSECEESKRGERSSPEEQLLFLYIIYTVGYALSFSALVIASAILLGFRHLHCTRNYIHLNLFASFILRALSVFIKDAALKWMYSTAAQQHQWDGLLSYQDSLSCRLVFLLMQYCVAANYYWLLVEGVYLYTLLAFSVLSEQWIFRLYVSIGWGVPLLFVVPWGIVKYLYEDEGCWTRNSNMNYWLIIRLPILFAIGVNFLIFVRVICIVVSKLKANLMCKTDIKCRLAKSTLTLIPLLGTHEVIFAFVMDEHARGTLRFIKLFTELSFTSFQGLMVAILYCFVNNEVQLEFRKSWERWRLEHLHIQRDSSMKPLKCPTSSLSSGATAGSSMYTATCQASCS
#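 qHTS in 1536-well format: reporter HEK293 cells expressing constitutive GLP-1R activity in DMEM + 10% Nu serum, 24 hr with compounds at 37 deg C, luminescence read after 12 min with detection reagent.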
# pAkt inh – blocks phosphorylation of Akt; Neuro2A IGF-stimulated pAkt S473 HTRF, 20 min; stronger effect = lower value; activity change, % for hits at 50 µM; hit rate 0.32% among 360,000; AID 651550; in the data active = activity change below about -80%; inconclusive = mostly about -51% to -80%; note: % is set by controls: 0 for no effect and ±100 for the full control effect
#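 Neuro2A cells in DMEM with 0.5% FBS, overnight at 37 deg C, given compound at single 50 µM final, then IGF (6 nM final) for 20 min at 37 deg C. Lysed; phospho-Akt Ser473 by HTRF after 24 h, 665/615 ratio.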
# TDP43 rescue – TDP-43 toxicity inhibition in yeast. hit rate 1.8% among 410,000. Potency, µM (series often up to 46.1 µM), for the others: at the highest dose growth rescue (activation), actives largely listed as activators. TDP-43 expressing yeast growth rescue, BacTiter-Glo, 24 h; note: potency is the fitted concentration of half-maximal effect; % of control where 0% means no effect; nearly all actives have a fitted effect of over 50% in size
#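 Luminescence from BacTiter-Glo reports growth of TDP-43-expressing yeast after 24 hr at 30 deg C with compound. Cells were raffinose-pregrown to mid-log, then seeded in galactose medium at OD600=0.02.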
# HEK293 tox – cytotoxic in the GLP-1 receptor inverse agonist counter-screen. HEK293 cAMP-luciferase reporter cells, luminescence, 24 h. Potency, µM (top dose mostly 38.3 µM), for the others: at the highest dose activity change, negative = inhibition, most hits filed as inhibitors. hit rate 0.13% among 410,000. AID 624418;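 note: loss of luciferase light is scored as toxicity; potency is the fitted concentration of half-maximal effect; % is set by controls: 0 for no effect and ±100 for the full control effect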
#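 MLSMR compounds, 24 hr on cells at 37 deg C/5% CO2; luminescence after luciferase reagent (12 min RT). Inhibition counted as the undesired cytotoxic outcome.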
# MmCpn inh – M. maripaludis TRiC chaperonin inhibition; purified Mm-Cpn ATPase, ADP Transcreener TR-FRET; Potency, µM (highest dose often 76.9 µM), for the others: at the highest dose activity, negative = inhibition, usual class: inhibitors; hit rate 0.031% among 330,000; AID 504842; note: potency is the fitted concentration of half-maximal effect; % is set by controls: 0 for no effect and ±100 for the full control effect; nearly all actives have a fitted effect of over 80% in size
#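 25 nM Mm-CPN + cpd, 10 min 37°C; + 10 uM ATP, 30 min 37°C; buffer 30 mM Tris pH 7.4, 100 mM KCl, 5 mM MgCl2, 1 mM DTT; Transcreener ADP HTRF detection 30 min RT.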
# aSyn yeast inh – rescues yeast growth from alpha-synuclein toxicity. Yeast expressing alpha-synuclein, growth rescue, BacTiter-Glo, 24 h. hit rate 0.14% among 370,000. Potency, µM (series often up to 46.1 µM), for the others: at the highest dose growth rescue (activation), most hits filed as activators; note: potency is the fitted concentration of half-maximal effect; % of control where 0% means no effect; nearly all actives have a fitted effect of over 65% in size
#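 Galactose-induced alpha-syn yeast (OD600=0.02, raffinose-pregrown) + pinned cpd, 24 hr, 30 deg C; growth by BacTiter-Glo luminescence. Growth restoration scores as activation.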
# FUS suppressor – FUS proteinopathy suppression in yeast. S. cerevisiae FUS-expressing, growth rescue, OD600, 24 h. Potency, µM (titrated, usually from 76.6 µM), inactives show at the top dose growth rescue (activation), most hits filed as activators. hit rate 0.24% among 390,000;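 note: potency is the fitted concentration of half-maximal effect; plate controls were DMSO vehicle for no effect and reference control for full effect; nearly all actives have a fitted effect of over 55% in size; some results filed as inactive show a strong effect at the top dose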
#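 FUS-expressing yeast, raffinose-pregrown, induced in 2% galactose minimal medium at OD 0.005; compounds in a dilution series, 24hr at 30C. Growth restoration read as absorbance at 600 nm. CP55940 positive control, DMSO negative.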
# Abeta rescue – A-beta toxicity reversal in yeast | yeast expressing A-beta42, growth rescue, OD600, 48 h; response scale: 0% DMSO, 100% iron-clioquinol control | Potency, µM (top dose mostly 46.1 µM), inactives show top-dose growth rescue, usual class: activators | hit rate 0.063% among 410,000; note: potency is the fitted concentration of half-maximal effect; nearly all actives have a fitted effect of over 55% in size
#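 Yeast A-beta toxicity model in growth medium with pinned compounds, 48 h at 30 C; growth read as absorbance at 600 nm. Normalized to FeCl3/clioquinol equimolar mix (positive) and DMSO (negative).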
# PTHR1 ag – agonists of human PTHR1 parathyroid hormone receptor; HEK293 GP2 PTHR1 cells, GloSensor cAMP luminescence, 1 h; Potency, µM (top dose mostly 115 µM), without a hit: at the highest dose activation, actives largely listed as activators; hit rate 0.075% among 410,000; note: potency is the fitted concentration of half-maximal effect; nearly all actives have a fitted effect of over 55% in size; some results filed as inactive show a strong effect at the top dose; inactives centre near -15; many of its hits are not listed in these tables
# Target sequence (Q03431 whole entry, looked up): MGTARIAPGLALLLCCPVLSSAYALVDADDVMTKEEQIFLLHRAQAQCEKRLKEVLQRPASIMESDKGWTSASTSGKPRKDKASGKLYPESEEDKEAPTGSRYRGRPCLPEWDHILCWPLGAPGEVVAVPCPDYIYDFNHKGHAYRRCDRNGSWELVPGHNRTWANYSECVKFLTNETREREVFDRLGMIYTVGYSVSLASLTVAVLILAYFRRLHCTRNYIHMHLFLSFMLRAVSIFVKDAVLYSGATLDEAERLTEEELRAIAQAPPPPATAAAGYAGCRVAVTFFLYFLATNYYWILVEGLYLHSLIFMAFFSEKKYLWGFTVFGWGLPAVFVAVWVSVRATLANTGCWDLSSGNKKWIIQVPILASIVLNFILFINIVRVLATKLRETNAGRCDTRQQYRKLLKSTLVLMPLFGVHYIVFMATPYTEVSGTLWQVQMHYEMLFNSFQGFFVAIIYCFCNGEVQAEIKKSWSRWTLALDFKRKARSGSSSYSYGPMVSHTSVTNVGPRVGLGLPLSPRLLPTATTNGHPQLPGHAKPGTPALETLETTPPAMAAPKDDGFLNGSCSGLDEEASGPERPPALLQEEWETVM
#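 HEK-293-derived GP2 cells expressing PTHR1 and a GloSensor cAMP reporter, 3,000/well, plated overnight, given luciferin plus IBMX (each 0.5 mM as added) for 1 h at 37 °C, then compound for 1 h at 37 °C. Luminescence was read after 15 min at room temperature.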
# * hit, by the source's call; i = inactive; ? = inconclusive; · = not tested or not shown; & = joins results of further samples; [ ] = dose if it differs, or a comment. Unless noted, calls come from the whole dose curve; as a rule, active = well fitted curve in the direction sought with a large enough effect; inconclusive = small, poorly fitted or top-dose-only effect, or another doubt; inactive = no such curve, though single readings can be large; an effect the other way counts as inactive or inconclusive. This is a subset; count on the stated rates, not on these rows.
# Start of the listing, in advance, 13 compounds:
SMILES,GLP1R inv ag,pAkt inh,TDP43 rescue,HEK293 tox,MmCpn inh,aSyn yeast inh,FUS suppressor,Abeta rescue,PTHR1 ag
Cc1n[nH]c(C)c1S(=O)(=O)N1CCCC(C(=O)Nc2nccs2)C1 (stereo not given),12%,i,-1%,3%,-6%,3%,8%,-1%,-32%[inhibitor]
CC(C)C(NCc1c(Cl)cccc1Cl)C(=O)O (stereo not given),7%,i,-3%,8%,0%,1%,10%,-3%,-4%[57.5 µM]
CCN1C(=O)N[C@@H](c2cccc(F)c2)C(C(=O)OC)=C1C,19%,i,11%,4%,·,-2%,-3%,0%,-28%
O=C(N=C1SC2CS(=O)(=O)CC2N1Cc1ccccc1Cl)C1CC1 (stereo not given),6%,i,-1%,-2%,-1%,0%,12%,-4%,-10%
Cc1ccccc1NC(=O)Cn1c([N+](=O)[O-])cnc1C,14%,i,-28%,0%,1%,-5%,·,-7%,0%
O=C(O)CSCC(=O)Nc1cccc(C(F)(F)F)c1,-4%,i,-32%[inhibitor],1%,3%,4%,-15%,-1%,i
Cc1nn(C(=O)c2cc([N+](=O)[O-])ccc2Cl)c(C)c1Br,-9%,i,17%,-2%,?,7%,-3%,23%,-18%
COc1cc(OC)c(OC)cc1CNC(=O)c1cc(S(=O)(=O)N(C)c2ccccc2OC)ccc1C,-26%,i,5%,0%,·,-6%,41%,6%,-44%[inhibitor]
O=C(O)CCC(=O)Nc1ccc(-n2ccc(C(F)(F)F)n2)cc1,5%,i,-4%,-7%,-11%,2%,-6%,-1%,-3%
O=C(CN1C(=O)NC2(CCCC2)C1=O)OCCOc1ccc(Cl)cc1,3%,i,22%,4%,-2%,17%,14%,-13%,-22%
Cc1ccc(C(=O)ONc2ccc(N=NC(=O)c3ccccc3O)cc2)cc1,?,i,-6%,63%[activator],0%,-2%,·,11%,-19%
COC(=O)C1C2C=CC3(CN(c4ccc(Cl)c(F)c4)C(=O)C13)O2 (stereo not given),-12%,i,11%,7%,1%,-3%,-25%,-3%,-20%
COc1cc(-c2nnc(SCC(=O)N3CCOCC3)o2)cc(OC)c1OC,58%[activator],i,10%,-6%,2%,1%,4%,-9%,i

# Main list, from the start:
SMILES,GLP1R inv ag,pAkt inh,TDP43 rescue,HEK293 tox,MmCpn inh,aSyn yeast inh,FUS suppressor,Abeta rescue,PTHR1 ag
Cc1n[nH]c(C)c1S(=O)(=O)N1CCCC(C(=O)Nc2nccs2)C1 (stereo not given),12%,i,-1%,3%,-6%,3%,8%,-1%,-32%[inhibitor]
CC(C)C(NCc1c(Cl)cccc1Cl)C(=O)O (stereo not given),7%,i,-3%,8%,0%,1%,10%,-3%,-4%[57.5 µM]
CCN1C(=O)N[C@@H](c2cccc(F)c2)C(C(=O)OC)=C1C,19%,i,11%,4%,·,-2%,-3%,0%,-28%
O=C(N=C1SC2CS(=O)(=O)CC2N1Cc1ccccc1Cl)C1CC1 (stereo not given),6%,i,-1%,-2%,-1%,0%,12%,-4%,-10%
Cc1ccccc1NC(=O)Cn1c([N+](=O)[O-])cnc1C,14%,i,-28%,0%,1%,-5%,·,-7%,0%
O=C(O)CSCC(=O)Nc1cccc(C(F)(F)F)c1,-4%,i,-32%[inhibitor],1%,3%,4%,-15%,-1%,i
Cc1nn(C(=O)c2cc([N+](=O)[O-])ccc2Cl)c(C)c1Br,-9%,i,17%,-2%,?,7%,-3%,23%,-18%
COc1cc(OC)c(OC)cc1CNC(=O)c1cc(S(=O)(=O)N(C)c2ccccc2OC)ccc1C,-26%,i,5%,0%,·,-6%,41%,6%,-44%[inhibitor]
O=C(O)CCC(=O)Nc1ccc(-n2ccc(C(F)(F)F)n2)cc1,5%,i,-4%,-7%,-11%,2%,-6%,-1%,-3%
O=C(CN1C(=O)NC2(CCCC2)C1=O)OCCOc1ccc(Cl)cc1,3%,i,22%,4%,-2%,17%,14%,-13%,-22%
Cc1ccc(C(=O)ONc2ccc(N=NC(=O)c3ccccc3O)cc2)cc1,?,i,-6%,63%[activator],0%,-2%,·,11%,-19%
COC(=O)C1C2C=CC3(CN(c4ccc(Cl)c(F)c4)C(=O)C13)O2 (stereo not given),-12%,i,11%,7%,1%,-3%,-25%,-3%,-20%
COc1cc(-c2nnc(SCC(=O)N3CCOCC3)o2)cc(OC)c1OC,58%[activator],i,10%,-6%,2%,1%,4%,-9%,i
S=C(Nc1ccc(Oc2ccccc2)cc1)N(CCCN1CCOCC1)Cc1ccccn1,-24%,i,7%,8%,1%,1%,27%,-2%,i
O=C(CSc1nnc(-c2cccnc2)n1-c1ccccc1)Nc1ccc2c(c1)OCO2,0%,i,-13%,-28%,-2%,0%,7%,25%,-5%[57.5 µM]
Cc1nc2c(-c3ccc(F)cc3)c(C)nn2c(C)c1CCC(=O)N1CCN(c2ccccc2)CC1,-11%&10%,i,?,5%&2%,-2%,12%,-3%&19%,?,29%
C/C(CC(=O)Nc1cccc2c1CCCC2)=N\NC=O,-19%,i,-24%,-9%,1%,-2%,22%,0%,i
COc1cccc(C(=O)Nc2cccc(SC)c2)c1,?,i,14%,-3%,-1%,-5%,-5%,?,-7%
CC(C)c1cccc(-c2csc(C(O)c3ccccc3)n2)c1 (stereo not given),?,i,18µM*,-1%,·,-3%,23%,?,-2%
CCOC(=O)C(=O)Nc1ccccc1C(=O)Nc1ccc(OC)cc1,0%,i,-3%,-2%,0%,0%,18%,-6%,i
C[C@@H]1CN([C@H](C)CO)C(=O)CCCn2nncc2CO[C@@H]1CN(C)C(=O)c1cc(-c2ccccc2)on1,6%,i,-7%,0%,·,0%,11%,13%,-16%
O=C(CNc1cccc(S(=O)(=O)N2CCOCC2)c1)N1CCc2ccccc21,-11%,i,12%,-2%,1%,-2%,8%,10%,i
COC(=O)CSc1nnc(-c2cccnc2)n1-c1cc(OC)cc(OC)c1,18%,i,-19%,-1%,0%,0%,-12%,11%,i
CS(=O)(=O)N1CCc2cc(S(=O)(=O)NCc3ccccc3Cl)ccc21,7%,·,17%,0%,·,·,-7%,-11%,i
CCCCN(C)c1nc2c(S(=O)(=O)c3ccc(CC)cc3)nnn2c2ccc(Cl)cc12,18%,·,12%,-8%,·,·,2%,-4%,i
O=C(CNS(=O)(=O)c1ccccc1)OCC(=O)c1c[nH]c2ccccc12,9%,i,12%,-17%,0%,6%,10%,-3%,i
Cc1sc2nc(C(C)C)nc(SCC(=O)N3CCN(C(=O)c4ccco4)CC3)c2c1C,-9%,·,-19%,?,?,25%,?,-11%,i
CCCCN(C)CCNC(=O)C1CCN(c2nc3ccc(CC)cc3s2)CC1,-22%,·,10%,-18%,·,·,19%,-11%,i
O=S(=O)(Nc1cccc(-c2ccc(N3CCCCCC3)nn2)c1)c1ccccc1F,?,i,7%&10%,4%&-11%,-2%,-2%,?,12%&-5%,-2%&-40%
Cc1cccn2c(=O)nc(SCC(=O)NC3CCCC3)nc12,17%,i,-16%,3%,1%,-1%,?,-8%,i
N#CCCCCN1c2cccc3cccc(c23)S1(=O)=O,7%,i,-1%,13%,-2%,3%,18%,24%,-31%[inhibitor][57.5 µM]
CC(C)COc1ccccc1C1CC(=O)Nc2cc3c(cc21)OCO3 (stereo not given),?,·,1%,?,·,·,-8%,-12%,-33%[inhibitor]
O=c1c(C=Nc2ccc(Cl)cc2)c[nH]n1-c1cccc(Cl)n1,4%,i,1%,0%,0%,-2%,40%,7%,-3%[57.5 µM]
CCOc1ccc(Nc2nc(N)c([N+](=O)[O-])c(N3CCN(CC)CC3)n2)cc1,-21%,i,11%,-26%,3%,-3%,-23%,1%,-1%
CN(C(=O)CN1C(=O)S/C(=C\c2ccccc2F)C1=O)C1CCS(=O)(=O)C1 (stereo not given),0%,i,14%,6%,2%,-1%,7%,-2%,-4%
c1ccc(-c2oc3ncnc(NCCN4CCOCC4)c3c2-c2ccccc2)cc1,1%,i,-11%,-3%,-2%,0%,-5%,11%,-28%
Cc1cc(C)cc(NC(=S)NC(=O)C2CC2)c1,11µM*,i,11µM*,?,0%,-1%,-1%,27%,-12%
CC1=NN(C(=O)c2ccccc2C)C(O)(c2ccc(Cl)cc2)C1 (stereo not given),-77%,i,6%,-5%,-4%,-2%,7%,13%,-2%
COCCn1c(Cc2ccccc2)nnc1SCC(=O)Nc1ccccc1,-27%,i,-33%[inhibitor][9.22 µM],-3%,1%,1%,13%,1%,12%
COc1ccc(S(=O)(=O)N2CCCCC2)cc1N(C)S(=O)(=O)c1ccccc1,?,i,-6%,-2%,-1%,-9%,·,-20%,-20%
O=C(COc1ccc(S(=O)(=O)NC2CCCC2)cc1)N1CCCCCC1,0%,i,5%,-8%,0%,3%,11%,6%,-9%
COc1ccc(OCC(=O)N/N=C/c2ccsc2)cc1,1%,i,8%,0%,0%,-9%,·,1%,-13%
